# C-LANA FP – inhibitors of KSHV LANA C-terminal domain DNA binding; MBP-C-LANA/FAM-LBS DNA binding, fluorescence polarization; inhibition, % at 9 µM; actives 0.078% (n = 340,000);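 active = highest replicate inhibition at or above 60% at 9 µM, even if other replicates fall short; inactive = all replicates below 60% inhibition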;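 also: 0% = neutral control wells and 100% = 4 µM acridine orange control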
# PvdQ inh – blocks Pseudomonas aeruginosa PvdQ acylase activity. purified PvdQ acylase, fluorescence plate reader. inhibition, % at 10 µM. actives 0.063% (n = 340,000). AID 488965; in the data active = inhibition above about 30%, passing the limit was not always enough;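 also: 0% = vehicle neutral wells and 100% = reference inhibitor wells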
# Cardiac RTF inh – cardiac RTF calcium desensitization; inhibition, % at 7.15 µM; P19429+P45379; IANBD-labeled cardiac RTF, Ca2+ fluorescence; actives 0.12% (n = 340,000);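 active = inhibition above the mean inhibition of all tested compounds plus 3 SD, cut at about 17% in these data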;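 also: assay run at fixed EC70 calcium of 1.6 mM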
# DAGLB inhibitor – blocks human DAGLB lipase activity; HEK293T DAGLB membrane lysate, EnzChek fluorogenic substrate; actives 0.059% (n = 340,000); inhibition, % at 5.17 µM; Q8NCG7; in the data active = inhibition above about 34%;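 also: 0% = enzyme with vehicle and 100% = wells lacking enzyme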
# SR-BI uptake up – SR-BI HDL lipid transfer activation; CHO ldlA[mSR-BI] cells, DiI-HDL uptake fluorescence, 3 h; 100 = double the neutral-control signal; activation, % at 12.5 µM; actives 0.096% (n = 320,000);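 active = mean replicate activation of at least 60% and every replicate at or above 60%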;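 also: 0% = median plate neutral-control signal and 100% = twice that signal; values of inactives mirror those of a sister screen read the other way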
#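 Assay system: LDL receptor-deficient CHO ldlA cells overexpressing murine SR-BI / Medium: BSA-supplemented, HEPES-buffered Ham's F12, pH 7.4 / Probe or stimulus: DiI-labelled HDL at 10 µg/mL final / Timing: compound with DiI-HDL co-incubation, 3 h at 37 °C / Technique: bottom-read cell fluorescence after medium removal, ex 550/em 595 nm / Measure: HDL uptake via cellular fluorescence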
# PKA-R2B act – PKA-R2B complex activation; activation, % at 11.4 µM; actives 0.079% (n = 340,000); P22694+P31323; AID 504700; PKA-R2B holoenzyme dissociation, Cy5-IP20 fluorescence polarization; R2B truncated from residue 108, S112A mutant; 0% DMSO only, 100% 113 µM cGMP;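 active = activation above a cutoff set at the mean over all compounds plus 3 SD, cut at about 18% in these data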;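 also: higher means more holoenzyme dissociation and a rise in polarization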
# Target sequence (P31323 whole entry, looked up, other chains not shown, the tested form may be a part): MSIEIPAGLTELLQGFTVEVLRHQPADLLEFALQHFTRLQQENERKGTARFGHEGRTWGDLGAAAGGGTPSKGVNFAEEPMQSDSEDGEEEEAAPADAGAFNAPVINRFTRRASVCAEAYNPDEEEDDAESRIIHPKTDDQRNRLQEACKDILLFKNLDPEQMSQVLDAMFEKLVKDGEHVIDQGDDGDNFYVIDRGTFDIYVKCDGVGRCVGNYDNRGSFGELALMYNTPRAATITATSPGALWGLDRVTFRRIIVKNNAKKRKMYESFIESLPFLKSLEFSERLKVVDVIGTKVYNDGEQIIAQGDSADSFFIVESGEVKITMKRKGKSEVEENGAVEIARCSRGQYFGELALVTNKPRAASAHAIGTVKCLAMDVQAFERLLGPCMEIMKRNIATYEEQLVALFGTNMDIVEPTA
# Arrestin-AP2 inh – human beta-arrestin and AP2 interaction inhibition. FITC-arrestin peptide / GST-AP2 beads, flow cytometry; AP2 beta2 appendage carries R879A mutation. inhibition, % at 10 µM. actives 0.31% (n = 340,000). AID 504490;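 active = inhibition above a set limit, near 3 SD of compounds lacking own fluorescence, cut at about 54% in these data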;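 also: plate controls were DMSO wells for no effect and 5 µM unlabelled arrestin peptide for full effect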
#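 Test system: GST-tagged AP2 beta2-adaptin appendage (R879A) on 4 µm glutathione beads; also added: fluorescein-tagged arrestin peptide at 50 nM final; timing: 12 min plus 1 h, RT; signal: flow cytometry, FL1 (488/535 nm); read-out: percent drop in bead-associated FITC signal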
# Keap1-Nrf2 PPI – Keap1-Nrf2 (human) interaction inhibition. Q14145. Keap1 Kelch-Nrf2 peptide fluorescence polarization, 1536-well. inhibition, % at 9.4 µM. actives 0.15% (n = 340,000). AID 504523; in the data active = inhibition above about 12%;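 also: human Keap1 Kelch domain with fluorescein labeled Nrf2 9mer peptide probe; 0% = neutral control wells and 100% = peptide positive control; higher means more block of Keap1 binding to Nrf2 peptide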
# Target sequence (Q14145 whole entry, looked up, the tested form may be a part): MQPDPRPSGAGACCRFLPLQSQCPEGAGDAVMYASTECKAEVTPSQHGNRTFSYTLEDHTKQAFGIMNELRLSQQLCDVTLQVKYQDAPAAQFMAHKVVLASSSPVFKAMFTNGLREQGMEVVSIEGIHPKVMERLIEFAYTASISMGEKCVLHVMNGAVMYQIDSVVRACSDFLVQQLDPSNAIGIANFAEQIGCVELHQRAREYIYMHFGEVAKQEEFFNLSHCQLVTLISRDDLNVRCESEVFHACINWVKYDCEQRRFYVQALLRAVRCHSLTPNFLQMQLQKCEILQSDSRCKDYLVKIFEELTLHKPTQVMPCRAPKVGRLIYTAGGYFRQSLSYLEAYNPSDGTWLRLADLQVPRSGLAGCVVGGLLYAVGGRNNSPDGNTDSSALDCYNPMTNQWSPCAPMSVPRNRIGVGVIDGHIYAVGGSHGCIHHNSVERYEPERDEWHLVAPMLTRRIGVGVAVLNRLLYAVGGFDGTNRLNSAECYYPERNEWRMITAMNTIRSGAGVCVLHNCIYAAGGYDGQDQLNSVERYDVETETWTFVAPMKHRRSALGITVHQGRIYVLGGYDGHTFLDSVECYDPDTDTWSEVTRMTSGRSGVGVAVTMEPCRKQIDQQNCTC
# SR-BI DiI inh – blocks mouse SR-BI lipid uptake from DiI-HDL. Q61009. ldlA[mSR-BI] CHO cells, DiI-HDL uptake fluorescence, 3 h. inhibition, % at 12.5 µM. actives 0.96% (n = 320,000);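 active = mean replicate inhibition of at least 70% and a set share of replicates each scoring 70 or more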;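 also: 0% = median of neutral control wells and 100% = median of positive control wells; values of inactives mirror those of a sister screen read the other way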
# NSD2 inh – NSD2 (human) methyltransferase inhibition | inhibition, % at 12.5 µM | O96028 | NSD2 peptide methylation, AlphaScreen, 120 min | actives 0.54% (n = 310,000) | AID 743445; in the data active = inhibition above about 50%
# * marks the source's active call; other numbers are inactive results; . = no result given.
# Values in the order – C-LANA FP	PvdQ inh	Cardiac RTF inh	DAGLB inhibitor	SR-BI uptake up	PKA-R2B act	Arrestin-AP2 inh	Keap1-Nrf2 PPI	SR-BI DiI inh	NSD2 inh
[1] OCC[C@H]1C[C@H](O)[C@@H](O)[C@]2(CCCCO2)O1
→ 4.7	4	-5	-1	22	17	-1	-1	-22	.
[2] Cc1ccc2nc(C)c(C(=O)N/N=C/c3ccco3)cc2c1
→ -0.1	-10	-7	0	6	-4	0	1	-6	-3
[3] O=C(Cn1c(=O)sc2ccccc21)Nc1ccc(S(=O)(=O)N2CCCCC2)cc1
→ 0.6	-14	-5	-3	-15	-10	-6	1	15	.
[4] CCN(C(=O)COC(=O)C(C)(C)Oc1ccc(Cl)cc1)c1c(N)n(Cc2ccccc2)c(=O)[nH]c1=O
→ 1.5	-5	-3	1	6	-5	-12	-5	-6	-1
[5] CC(Cl)C(=O)Nc1ncc(C(F)(F)F)cc1Cl (centres undefined)
→ -0.4	-10	-4	-4	-10	-3	-3	-1	10	-3
[6] C/C(CC(=O)Nc1cc(Cl)ccc1Cl)=N\NC(=O)COc1cccc(C)c1
→ 0.8	-9	-4	-1	-15	-1	-9	0	15	3
[7] O=C(NNS(=O)(=O)c1ccccc1)c1ccc(O)cc1
→ 0.5	-12	6	-1	31	2	-2	1	-31	2
[8] COc1ccc(OCCN(C)CC(=O)Nc2ccccc2SC)cc1
→ 0.1	-11	-9	-1	-1	6	29	1	1	-2
[9] COc1ccc(NC(=O)C2Cc3ccccc3C(=O)O2)cc1 (centres undefined)
→ 2.4	1	-6	-5	3	1	27	-3	-3	.
[10] COc1ccc(CC(=O)Nc2c(C(N)=O)oc3ccccc23)cc1OC
→ 0.3	-4	-1	0	-2	-1	24	4	2	-2
[11] CCOc1ccc(/C=N/NC(=O)Nc2ccccc2)cc1
→ 0.0	-5	2	1	4	-3	-14	-5	-4	-1
[12] Cc1cc(C)nc(N2CCCC(C(=O)Nc3nc4ccc(S(C)(=O)=O)cc4s3)C2)n1 (centres undefined)
→ -1.1	-9	0	-2	-49	-7	12	-5	49	2
[13] CC(=O)N1c2ccccc2C2(C)C(C1(C)C)C2(Cl)Cl (centres undefined)
→ -0.7	25	-3	-3	-5	-7	28	-1	5	0
[14] CCc1cccc2c(C(=O)COC(=O)c3cnc(C)cn3)c[nH]c12
→ 0.9	10	-5	-2	1	-16	19	-7	-1	1
[15] Cc1cc(SCC(=O)N/N=C/c2ccc(O)cc2O)nc2ccccc12
→ 1.3	-6	-1	2	4	-2	-16	-6	-4	1
[16] Cc1ccccc1OC(C)C(=O)N1CCN(c2ccccn2)CC1 (centres undefined)
→ -0.5	-5	-5	-1	-1	-10	1	1	1	-1
[17] O=C(CSCc1nc2ccccc2[nH]1)Nc1ccccc1
→ -1.8	9	-4	0	6	-1	19	1	-6	-3
[18] Cc1cc(C)n(CCN(C)Cc2cn[nH]c2-c2ccc(F)cc2F)n1
→ 1.2	-9	-7	1	16	6	-5	4	-16	-1
[19] CCOc1ccc(C(=O)CCC(=O)NC(C)C(=O)OC)cc1 (centres undefined)
→ -2.0	3	-7	-2	13	5	12	0	-13	1
[20] CC(=O)N1CCC(=NNc2ccc(S(N)(=O)=O)cc2[N+](=O)[O-])CC1
→ 0.4	-5	-1	-1	27	5	10	-2	-27	2
[21] C[C@@H]1Cc2c(O)c(O)cc(O)c2C(=O)O1
→ 6.1	0	0	-3	-1	6	24	-2	1	.
[22] O=C(NC(=S)NCCc1ccccn1)c1ccccc1
→ -0.5	2	-1	-3	-1	-2	18	-2	1	0
[23] O=C(CSCc1ccccc1)N/N=C/c1ccc(OCC(=O)N2CCCCC2)cc1
→ 1.0	0	-3	2	16	9	6	-4	-16	-1
[24] CCCCNC(=O)Nc1ccccc1C(=O)NCCC
→ 1.4	-12	3	-1	19	-7	-1	-8	-19	-1
[25] S=c1nc2[nH]c3ccccc3c2n[nH]1
→ -0.1	8	-1	1	11	-4	8	3	-11	1
[26] Cc1cccc(N2CCN(C(=O)N3CCOCC3)CC2)c1C
→ -0.6	4	4	-3	-10	-4	33	1	10	7
[27] C[C@H](CO)N1C[C@H](C)[C@@H](CN(C)C(=O)NC2CCCCC2)Oc2ccc(NC(=O)CCC(F)(F)F)cc2C1=O
→ -0.8	6	-13	0	10	-7	38	2	-10	.
[28] Cc1ccc2c(c1)N(S(=O)(=O)c1ccc(F)cc1)C(C(C)(C)C)CO2 (centres undefined)
→ 0.8	-5	-5	-17	2	-8	3	2	-2	5
[29] C/C(=C\c1ccco1)CN1CCC(N2CCC(C(=O)N3CCOCC3)CC2)CC1
→ 0.1	0	-5	-2	.	-3	41	-5	.	-2
[30] CC1Cc2nc(SCC(=O)Nc3ccc4c(c3)OCO4)n(Cc3ccccc3)c(=O)c2S1 (centres undefined)
→ -1.3	-5	-3	5	-8	-12	15	-1	8	-1

# Ordered by SMILES length (rising): some entries from above
# Values in the order – C-LANA FP	PvdQ inh	Cardiac RTF inh	DAGLB inhibitor	SR-BI uptake up	PKA-R2B act	Arrestin-AP2 inh	Keap1-Nrf2 PPI	SR-BI DiI inh	NSD2 inh
[25] S=c1nc2[nH]c3ccccc3c2n[nH]1
→ -0.1	8	-1	1	11	-4	8	3	-11	1
[24] CCCCNC(=O)Nc1ccccc1C(=O)NCCC
→ 1.4	-12	3	-1	19	-7	-1	-8	-19	-1
[5] CC(Cl)C(=O)Nc1ncc(C(F)(F)F)cc1Cl (centres undefined)
→ -0.4	-10	-4	-4	-10	-3	-3	-1	10	-3
[17] O=C(CSCc1nc2ccccc2[nH]1)Nc1ccccc1
→ -1.8	9	-4	0	6	-1	19	1	-6	-3
[7] O=C(NNS(=O)(=O)c1ccccc1)c1ccc(O)cc1
→ 0.5	-12	6	-1	31	2	-2	1	-31	2
[9] COc1ccc(NC(=O)C2Cc3ccccc3C(=O)O2)cc1 (centres undefined)
→ 2.4	1	-6	-5	3	1	27	-3	-3	.
[16] Cc1ccccc1OC(C)C(=O)N1CCN(c2ccccn2)CC1 (centres undefined)
→ -0.5	-5	-5	-1	-1	-10	1	1	1	-1
[2] Cc1ccc2nc(C)c(C(=O)N/N=C/c3ccco3)cc2c1
→ -0.1	-10	-7	0	6	-4	0	1	-6	-3
[15] Cc1cc(SCC(=O)N/N=C/c2ccc(O)cc2O)nc2ccccc12
→ 1.3	-6	-1	2	4	-2	-16	-6	-4	1
[18] Cc1cc(C)n(CCN(C)Cc2cn[nH]c2-c2ccc(F)cc2F)n1
→ 1.2	-9	-7	1	16	6	-5	4	-16	-1
[23] O=C(CSCc1ccccc1)N/N=C/c1ccc(OCC(=O)N2CCCCC2)cc1
→ 1.0	0	-3	2	16	9	6	-4	-16	-1
[29] C/C(=C\c1ccco1)CN1CCC(N2CCC(C(=O)N3CCOCC3)CC2)CC1
→ 0.1	0	-5	-2	.	-3	41	-5	.	-2
[3] O=C(Cn1c(=O)sc2ccccc21)Nc1ccc(S(=O)(=O)N2CCCCC2)cc1
→ 0.6	-14	-5	-3	-15	-10	-6	1	15	.
[12] Cc1cc(C)nc(N2CCCC(C(=O)Nc3nc4ccc(S(C)(=O)=O)cc4s3)C2)n1 (centres undefined)
→ -1.1	-9	0	-2	-49	-7	12	-5	49	2
[27] C[C@H](CO)N1C[C@H](C)[C@@H](CN(C)C(=O)NC2CCCCC2)Oc2ccc(NC(=O)CCC(F)(F)F)cc2C1=O
→ -0.8	6	-13	0	10	-7	38	2	-10	.

# Remaining list, next part
# Values in the order – C-LANA FP	PvdQ inh	Cardiac RTF inh	DAGLB inhibitor	SR-BI uptake up	PKA-R2B act	Arrestin-AP2 inh	Keap1-Nrf2 PPI	SR-BI DiI inh	NSD2 inh
[31] CCOC(=O)CNC(=O)CSc1nnc(Cn2c(=O)sc3ccccc32)n1C
→ 1.1	6	-6	-1	-12	-5	23	-4	12	.
[32] O=C(CC1CCCC1)N1CCN(S(=O)(=O)c2cccc(F)c2)CC1
→ 0.8	-11	0	4	26	-6	-6	-5	-26	-5
[33] O=S(=O)(NCc1ccccc1)c1ccccc1NCCc1ccccc1
→ -1.2	-6	2	-7	16	-5	33	3	-16	.
[34] CC(C)(C)OC(=O)N1CCN(C(=O)[C@H](Cc2ccc(O)cc2)n2cc(CCO)nn2)CC1
→ -0.1	-11	-5	-2	12	3	8	-4	-12	.
[35] CCOC(=O)C1=C(C)OC(N)=C(C#N)C1c1ccsc1 (centres undefined)
→ 2.0	-13	-6	3	37	-8	-1	-7	-37	0
[36] O=C1CSC(c2ccccn2)N1c1ccccc1 (centres undefined)
→ -0.6	-9	-7	1	29	-2	-8	-4	-29	32
[37] CCc1nnc(NC(=O)CSc2nnc(CNc3ccc(F)cc3)n2C2CCCCC2)s1
→ 0.7	0	1	5	12	3	18	-1	-12	0
[38] Cc1ccc(C(=O)OCC(=O)Nc2sccc2C(N)=O)cc1NC(=O)c1ccco1
→ 2.3	-9	1	2	-38	-6	0	0	38	-1
[39] CCCn1c(SCC(=O)NC2CCCC2)nnc1-c1ccccn1
→ -0.9	-2	-9	1	.	-7	0	1	.	-2
[40] COCCNC(=O)c1ccc2c(=O)n(CCOC)c(=O)[nH]c2c1
→ 1.0	3	7	-3	16	1	21	2	-16	3
[41] N/C(=N/O)c1nc(N2CCCCC2)nc(N2CCCCC2)n1
→ -0.8	-7	-5	1	-17	-3	7	-3	17	8
[42] CN1C(=O)NC(c2ccccc2)C2=C1CN(c1cccc(C(F)(F)F)c1)C2=O (centres undefined)
→ 0.8	2	4	0	-21	-2	-2	-5	21	-3
[43] CCCn1cnc2cc(NCc3cccc(OC)c3O)ccc21
→ 0.6	-8	-4	3	5	0	24	-3	-5	5
[44] O=C(O)Cc1sc(-c2ccc(C(=O)O)cc2)nc1-c1ccccc1
→ 0.0	7	-8	-1	12	-6	12	0	-12	3
[45] CCOc1cc(/C=C2\C(=O)ON=C2c2ccccc2)ccc1OC
→ -0.6	-10	-4	1	11	-8	1	-5	-11	2
[46] CCN1CCN(C2=C(NS(=O)(=O)c3ccccc3)C(=O)c3ccccc3C2=O)CC1
→ 4.5	8	-4	-2	-5	4	15	2	5	57*
[47] CCO[C@H]1OC(C(N)=O)=C[C@@H](C2CCCCC2)[C@@H]1CCCO
→ -3.2	-6	-1	3	39	1	8	8	-39	.

# Screens as filed in PubChem BioAssay.
